AT treatment: potential ataxia-telangiectasia treatment. […] A-T fibroblasts, KAP-1 phosphorylation AlphaLISA; neocarzinostatin DNA damage 30 min before lysis. Potency, µM (titrated, usually from 57.5 µM), inactives show top-dose activation, actives largely listed as activators. actives 0.19% (n = 320,000); further: potency means the concentration at half of the fitted maximal effect; % of control where 0% means no effect; nearly all actives have a fitted effect of over 45% in size
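hTERT-immortalized A-T patient fibroblasts ([…]), 500 cells/well in OPTI-MEM, 1% FBS, got compounds for 60 min, then NCS for 30 min at 37C. Lysates were then assayed for phospho-KAP-1 by AlphaLISA (anti-pKAP1 donor, anti-KAP1 acceptor beads), 6 hr at 25C.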
TCR act: T cell receptor activation | primary human leukocytes, anti-CD3, IL-2 HTRF, 48 h | Potency, µM (doses to about 9.22 µM), inactives show at the highest dose activation of IL-2 secretion, usual class: activators | 330,000 tested, under 10 active | AID 504894; further: % of control where 0% means no effect
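Readout: HTRF IL-2, Eu-cryptate/d2 antibody pair, 320nm excitation, 665nm emission. Stimulus: a-CD3 beads, no co-stimulation. Cells: primary human leukocytes. Exposure: 48 hr with compound.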
TSHR antag: blocks TSH signaling through the human TSH receptor. P16473. TSHR-expressing cells, TSH-stimulated cAMP HTRF, 2 h; stronger effect = lower value. activity change, negative = inhibition, % at 11.5 µM. actives 0.2% (n = 330,000). AID 504810;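 active means activity change below a set negative limit, meaning inhibition stronger than a set level, cut at about -70% in these data; inconclusive means activity change between two set negative limits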; further: on the % scale 0 is the no-effect control and ±100 the full control effect
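Cell-based HTRF cAMP assay; TSHR cells + compound, TSH EC80 (4nM final), 2 h, 37 deg C. Lysis with anti-cAMP cryptate and cAMP-d2, 30 min RT, read 665/620 nm.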
Mito fusion yeast: blocks mitochondrial division or promotes mitochondrial fusion; S. cerevisiae fusion-defective mutant growth rescue, CellTiterGlo 48 h; Potency, µM (titrated, usually from 46.1 µM), inactives show top-dose growth rescue (activation), hits mostly activators; actives 0.23% (n = 320,000); AID 485298;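 further: potency means the concentration at half of the fitted maximal effect; % of control where 0% means no effect; nearly all actives have a fitted effect of over 45% in size; temperature-sensitive fusion mutants such as fzo1-1 at 37 °C on non-fermentable ethanol glycerol medium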
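Compounds are tested for their ability to restore growth of mitochondrial fusion-defective yeast strains at non-permissive 37C in YPEG medium over 48 hours. Viability is quantified by luciferase luminescence.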
S-ASM inh: human S-ASM enzyme inhibition; P17405; placental ASM, HMU-PC fluorogenic substrate, 60 min; Potency, µM (doses to about 57.5 µM), without a hit: top-dose activity change, negative = inhibition, actives largely listed as inhibitors; actives 0.006% (n = 340,000); further: potency means the concentration at half of the fitted maximal effect
Target sequence (P17405 47-631 limits assumed): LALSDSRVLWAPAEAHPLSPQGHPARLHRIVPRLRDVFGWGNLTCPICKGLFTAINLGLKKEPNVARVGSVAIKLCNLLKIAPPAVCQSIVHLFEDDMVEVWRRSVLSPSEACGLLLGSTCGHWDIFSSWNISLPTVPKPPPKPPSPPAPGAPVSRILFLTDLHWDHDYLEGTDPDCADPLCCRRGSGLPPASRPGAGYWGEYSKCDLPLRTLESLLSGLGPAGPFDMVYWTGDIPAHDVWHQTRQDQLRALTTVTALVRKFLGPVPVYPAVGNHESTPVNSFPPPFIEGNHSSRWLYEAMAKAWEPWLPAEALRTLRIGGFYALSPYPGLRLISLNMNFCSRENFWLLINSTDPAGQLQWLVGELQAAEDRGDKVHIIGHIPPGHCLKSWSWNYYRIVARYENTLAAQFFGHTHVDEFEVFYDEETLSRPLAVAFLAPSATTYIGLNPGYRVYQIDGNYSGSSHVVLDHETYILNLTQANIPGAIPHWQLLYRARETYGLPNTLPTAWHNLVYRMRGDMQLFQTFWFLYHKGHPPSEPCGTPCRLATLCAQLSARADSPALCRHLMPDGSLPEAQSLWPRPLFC
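Human placenta-derived ASM preincubated with compound 10 min at room temperature, then reacted with 9 uM (final) fluorogenic HMU-PC substrate for 60 min at 37 C. Stop solution raises pH to 10; fluorescence read at Ex 386/Em 447 nm.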
a7 integrin act: integrin-mediated muscular dystrophy alleviation activation; Potency, µM (doses to about 38.3 µM), for inactives: at the highest dose activation, most hits filed as activators; alpha7betagal myoblasts, beta-gal FDG fluorescence, 48 h; actives 0.064% (n = 350,000); AID 624291;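 further: potency means the concentration at half of the fitted maximal effect; 100% = response of the positive control SU9516; nearly all actives have a fitted effect of over 60% in size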
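alpha7betagal+/- myoblasts (passage 13, 250/well) treated 48 h at 37C with compounds at 1:260 dilution of DMSO stock. Lysed, then beta-galactosidase activity read as FDG fluorescence (ex 480/em 540) after 30 min, with pre-read for autofluorescence.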
MBNL1 CUG block: blocks human MBNL1 binding to CUG repeat RNA | Q9NR56 | TR-FRET MBNL1-His/biotin-(CUG)12 binding, 665/545 ratio | Potency, µM (top dose mostly 57.5 µM), for the others: at the highest dose activity change, negative = inhibition, most hits filed as inhibitors | actives 0.036% (n = 280,000) | AID 2675; active means well fitted inhibition curve with a large enough effect in the signal ratio, with a control signal flat, not every such curve was filed as active; inconclusive means small, poorly fitted or top-dose-only effect, or effect the other way, or a change in a side signal; inactive means no such curve, though single readings can be large or run the other way; the % refers to the signal ratio; further: potency means the concentration at half of the fitted maximal effect; on the % scale 0 is the no-effect control and ±100 the full control effect
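His-tagged MBNL1 binding to biotinylated (CUG)12 RNA was measured by TR-FRET using terbium anti-His antibody (0.055 ng/ul final) and streptavidin-XL665 (5 nM final). Compounds were titrated 92 nM to 58 uM; 60 min at room temperature.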
CXXC DNA block: MLL CXXC-DNA interaction inhibition | Potency, µM (top dose mostly 115 µM), for the others: at the top dose activity change, negative = inhibition, hits mostly inhibitors | actives 0.037% (n = 290,000) | AID 2662 | Q03164 | MLL-CXXC / FITC-HOXA9 DNA fluorescence polarization; active means well fitted inhibition curve with a large enough effect in the polarisation, with a control signal flat, not every such curve was filed as active; inconclusive means small, poorly fitted or top-dose-only effect, or effect the other way, or a change in a side signal; inactive means no such curve, though single readings can be large or run the other way; the % refers to the polarisation; further: potency means the concentration at half of the fitted maximal effect
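Purified MLL-CXXC (added from a 7 uM solution) was preincubated 5 min at ambient with pinned compounds in 50 mM Tris-HCl pH 7.5, 50 mM NaCl, 1 mM DTT, 0.05% BSA. Fluorescein-labeled HOX-A9 DNA (50 nM solution) followed, 30 min, then polarization read.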
Menin MLL FP TR: displaces Texas Red mutant MLL peptide from human menin | O00255 | Menin + Texas Red MLL mutant peptide, fluorescence polarization | Potency, µM (highest dose often 61.6 µM), for inactives: at the top dose FP activity change, negative = inhibition, actives largely listed as inhibitors | actives 0.23% (n = 270,000); active means well fitted inhibition curve with a large enough effect in the polarisation, with a control signal flat, not every such curve was filed as active; inconclusive means small, poorly fitted or top-dose-only effect, or effect the other way, or a change in a side signal; inactive means no such curve, though single readings can be large or run the other way; the % refers to the polarisation; further: potency means the concentration at half of the fitted maximal effect; % of control where 0% means no effect; many of its hits are not listed in these tables
TSG101-PTAP inh: blocks PTAP/TSG101 interaction to inhibit HIV-1 budding | Q99816 | Fluorescence polarization, FITC-PTAP peptide / Tsg101 binding | Potency, µM (highest dose often 115 µM), for inactives: at the top dose activity change, negative = inhibition, usual class: inhibitors | 340,000 tested, under 10 active | AID 493005; active means well fitted inhibition curve with a large enough effect in the main read-out, with a control signal flat, not every such curve was filed as active; inconclusive means small, poorly fitted or top-dose-only effect, or effect the other way, or a change in a side signal; inactive means no such curve, though single readings can be large or run the other way; further: potency means the concentration at half of the fitted maximal effect; % of control where 0% means no effect
Target sequence (Q99816 whole entry, looked up): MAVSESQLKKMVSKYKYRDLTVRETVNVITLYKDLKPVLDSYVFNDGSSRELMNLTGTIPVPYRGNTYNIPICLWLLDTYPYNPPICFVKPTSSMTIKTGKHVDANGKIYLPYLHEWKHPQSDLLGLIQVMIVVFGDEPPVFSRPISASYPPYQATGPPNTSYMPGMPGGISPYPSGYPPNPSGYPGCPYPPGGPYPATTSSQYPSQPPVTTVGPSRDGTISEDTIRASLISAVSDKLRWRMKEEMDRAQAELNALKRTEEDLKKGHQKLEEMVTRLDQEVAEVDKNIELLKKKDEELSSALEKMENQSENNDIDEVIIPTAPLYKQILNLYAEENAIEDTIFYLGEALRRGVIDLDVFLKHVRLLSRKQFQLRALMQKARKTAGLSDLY
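Tsg101 binding domain (10 uM final) was mixed with compound and a FITC-labeled PTAP peptide (50 nM final) in HEPES pH 7.5 buffer with NaCl, Tween 20, EDTA and TCEP; fluorescence polarization was read after 20 min at r.t.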
The depositor's hits bear a star; ? = inconclusive; . = no result given; [ ] = another dose, or the depositor's remark. Unless noted, the call rests on the fitted dose curve; in most records, active means well fitted curve in the direction sought with a large enough effect; inconclusive means small, poorly fitted or top-dose-only effect, or another doubt; inactive means no such curve, though single readings can be large; an effect the other way counts as inactive or inconclusive. This is a subset; rates above refer to the full screens.

SMILES | AT treatment | TCR act | TSHR antag | Mito fusion yeast | S-ASM inh | a7 integrin act | MBNL1 CUG block | CXXC DNA block | Menin MLL FP TR | TSG101-PTAP inh
O=C(Nc1cccc(Cl)c1)Nc1nnc(CC2=CCCCC2)s1 | 12% | -7%[46.1 µM] | 3 | -8% | -2% | 24% | ? | ? | ? | -5%
COc1ccc(C2=NOC(COc3ccc4c(C)cc(=O)oc4c3)C2)c(OC)c1 (configuration not stated) | 18% | -7% | -14 | 2% | 11% | -13% | 3% | 22% | -9% | 2%
COC(=O)c1cn(C)c2ccc(S(=O)(=O)N3CCCC3)cc2c1=O | -2% | 3% | -14 | -2% | 3% | -26% | -8% | -17% | 36%[activator] | -6%
CC(C)c1ccc(CN2CC(C(=O)O)CC2=O)cc1 (configuration not stated) | -1% | -6% | 4 | -1% | 5% | 16% | -3% | 0% | -1% | 2%
CC(C)CCn1c(SCCc2ccccc2)nc2c1c(=O)[nH]c(=O)n2C | -1% | 8% | -5 | 19% | -9% | -5% | 1% | 7% | -7% | -2%
CSc1ccccc1NC(=O)COC(=O)CCc1ccccc1 | -6% | -2% | -10 | -10% | -9% | 14% | 4% | -7% | 3% | -1%
Cc1ncoc1C(=O)N1CCCC(N2CCN(c3ccccc3F)CC2)C1 (configuration not stated) | 14% | 5% | -30 | -4% | 5% | -7% | -1% | 9% | . | 0%
CCC(C)(C)n1nnnc1CN1CCC(NC(=O)c2ccccc2C)CC1 | 1% | -1%[46.1 µM] | -6 | -2% | 2% | -8% | -8% | 5% | 3% | -6%
Cn1ncc(N=Cc2ccccc2[N+](=O)[O-])c1C(N)=O | 4% | 1% | -4 | -4% | 4% | 10% | ? | 3% | . | 1%
CCOC(=O)C1CCCCN1C(=O)CCn1nnnc1CN1CCOCC1 (configuration not stated) | 10% | 3% | -12 | -2% | 3% | -8% | -6% | 2% | 2% | 1%
CCN(CC)S(=O)(=O)c1cccc(C(=O)OCc2cc(=O)n3nc(C)sc3n2)c1 | -1% | -1% | -3 | 0% | 1% | -32% | -5% | 7% | -6% | -8%
CC(C)(C)NS(=O)(=O)c1ccc(C(=O)Nc2ccc3c(c2)OCO3)cc1 | 4% | -3% | 0 | 35µM* | 0% | -1% | 2% | 7% | 3% | 0%

Some of the entries above in another layout.
Results follow in this order: AT treatment | TCR act | TSHR antag | Mito fusion yeast | S-ASM inh | a7 integrin act | MBNL1 CUG block | CXXC DNA block | Menin MLL FP TR | TSG101-PTAP inh
O=C(Nc1cccc(Cl)c1)Nc1nnc(CC2=CCCCC2)s1
→ 12% | -7%[46.1 µM] | 3 | -8% | -2% | 24% | ? | ? | ? | -5%
COc1ccc(C2=NOC(COc3ccc4c(C)cc(=O)oc4c3)C2)c(OC)c1 (configuration not stated)
→ 18% | -7% | -14 | 2% | 11% | -13% | 3% | 22% | -9% | 2%

5 of the entries above in order of their number in MBNL1 CUG block, descending.
| structure | MBNL1 CUG block |
| --- | --- |
| COc1ccc(C2=NOC(COc3ccc4c(C)cc(=O)oc4c3)C2)c(OC)c1 (configuration not stated) | 3% |
| CC(C)CCn1c(SCCc2ccccc2)nc2c1c(=O)[nH]c(=O)n2C | 1% |
| CC(C)c1ccc(CN2CC(C(=O)O)CC2=O)cc1 (configuration not stated) | -3% |
| CCOC(=O)C1CCCCN1C(=O)CCn1nnnc1CN1CCOCC1 (configuration not stated) | -6% |
| CCC(C)(C)n1nnnc1CN1CCC(NC(=O)c2ccccc2C)CC1 | -8% |

(list continues)
SMILES | AT treatment | TCR act | TSHR antag | Mito fusion yeast | S-ASM inh | a7 integrin act | MBNL1 CUG block | CXXC DNA block | Menin MLL FP TR | TSG101-PTAP inh
CCOC(=O)[C@H]1[C@H]2COc3ccc(C)cc3[C@@H]2N2C(=O)c3ccc(C)cc3NC(=O)[C@@]12C | -8% | 12% | 11 | ? | 0% | -4% | . | . | . | .
O=C(c1ccc(COc2ccccc2Cl)o1)N1CCN(c2ccccc2)CC1 | 11% | -6% | -25 | 14% | -5% | -14% | 0% | -7% | 0%[11.7 µM] | -5%
CC(C)(C)c1nnc2sc(SCC(=O)N3CCCc4ccccc43)nn2c1=O | -7% | 4% | -11 | -6% | -5% | -55%[inhibitor] | 4% | -2% | -23% | -4%
O=C(Nc1ccccc1)N1CCN(Cc2ccccc2)CC1 | -2% | 4% | -2 | 3% | -3% | 13% | -1% | -11% | 4% | -5%
CCOc1ccccc1C1c2[nH]c3ccccc3c2C[C@H]2C(=O)N(C3CC3)CC(=O)N12 (some centres not stated) | -7% | -4% | -3 | -15% | -4% | -20% | 7% | ? | -22% | -4%
CCC(=O)N1c2ccc(S(=O)(=O)NCCc3ccc(OC)c(OC)c3)cc2CC1C (configuration not stated) | 4% | -2% | 48 | 5% | 1% | 35% | -1% | 4% | . | 0%
O=C(Nc1ccc2c(c1)OCCO2)C1CCN(c2ncccn2)CC1 | 4% | -6% | 1 | 6% | 10% | 10% | . | 8% | 0% | -1%
C=CCc1c(C)nc(SCC(=C)C)[nH]c1=O | 2% | -3% | 5 | 2% | 2% | 15%[7.66 µM] | -10% | -4% | 0% | -7%
Cc1ccc2oc(C(=O)N(Cc3nccn3C)C(C)C)c(C)c2c1 | 1% | 10% | -11 | -17% | 0% | 28% | -1% | 10% | 0% | -4%
COc1ccc(CCC(=O)Nc2cc(Cl)ccc2OC)cc1 | . | 3% | -9 | 5% | 1% | 4% | -13% | 12% | -6% | -1%
Cc1ccnc(N2CCCC(C(=O)Nc3cccc(C)c3C)C2)n1 (configuration not stated) | 0% | 0% | -6 | 3% | 1% | 0% | -3% | 7% | . | 6%
Cc1ccc(N2CC(C(=O)NCC3CCCO3)CC2=O)cc1Cl (configuration not stated) | 5% | 5% | 12 | -2% | 0% | -14% | 3% | -8% | -1% | -1%
Cc1cnc(C(=O)OCC(=O)NC2CCCCC2)cn1 | -1% | -3% | -5 | -4% | 2% | 12% | 0% | 5% | 7% | 2%
CCN1C(=O)[C@@H]2[C@H](C1=O)[C@@H]1C(=O)Nc3ccccc3C(=O)N1[C@@H]2c1ccc(OC)cc1 | 10% | 1% | 1 | -6% | 9% | 24% | . | . | . | -6%
Cc1ccc(S(=O)(=O)NC(CC(=O)O)c2ccccc2)cc1 (configuration not stated) | -5% | -15% | 7 | -2% | 5% | 22% | -6% | 7% | 11% | -2%
COc1ccc(S(=O)(=O)N2CCc3ccccc32)cc1C(=O)NCCc1ccccn1 | 7% | 4% | 27 | 6% | 1% | -14% | -5% | -6% | 10% | -1%
COc1ccc(/C=C(\C#N)c2c[nH]c3ccccc23)cc1 | 0% | 5% | -5 | 6% | 413%[activator] | -50%[inhibitor] | ? | -1% | ? | -9%
COc1ccc(NC(=O)c2cc(F)c(F)cc2Cl)cc1Cl | 2% | -8% | -7 | -2% | 1% | 16% | . | -2% | . | -2%
Cc1cc2c(s1)c1cnn(CC(=O)NCCc3ccccc3)c(=O)c1n2C | 1% | 2% | -5 | 2% | -2% | -12% | -4% | -4% | 0% | -9%
CCN(CC)CCNC(=O)c1ccc(Cl)c(S(=O)(=O)N2CCCCCC2)c1 | -1% | -2% | 1 | 0% | 2% | -44% | 3% | 3% | 0% | -2%
COCCCNC(=O)c1cn(Cc2c(F)cccc2Cl)nn1 | 26% | 9% | 9 | 5% | -1% | -19% | -2% | 5% | -7% | -6%
CC(C)CCNC(=O)c1ccc(CSCc2cccc(F)c2)o1 | 3% | 0% | -7 | 15% | 3% | -1% | -2% | 1% | ? | 0%
Cc1ccc(OCC(=O)N/N=C/c2ccc3c(c2)OCO3)cc1C | 1% | 1% | 22 | 0% | 0% | 2% | 6% | -2% | -12% | -3%
CC(C)Oc1ccc(C(=O)NC2=NCCS2)cc1 | -3% | -6% | 2 | 0% | 2% | -14% | -1% | 5% | -3% | -1%
O=S(=O)(c1ccc(F)c(F)c1)N1CCN(Cc2ccc3c(c2)OCO3)CC1 | 17% | 2% | -2 | -1% | 4% | -3% | -2% | -4% | -1% | 0%

Assay outcomes deposited in PubChem by National Center for Advancing Translational Sciences (NCATS).
